Source: PubChem
KCNH2 WT inh: KCNH2 (human, wildtype) channel inhibition; Q12809; activity change, % at 1.84 µM; hit rate 0.37% among 340,000; U2OS, BacMam KCNH2, thallium flux FluxOr; active compounds read low;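 active = maximum activity change below -70%; inconclusive = maximum activity change between -70% and -50%; inactive = maximum activity change above -50%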; note: % is set by controls: 0 for no effect and ±100 for the full control effect
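U2OS cells were transduced with wild-type KCNH2 virus (2.03 x 10^8 / mL) for 4 h at room temperature, then cultured overnight at 37 C. Thallium flux was read with FluxOr dye. Rate constants were normalized to DMSO controls.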
Mito fusion yeast: inhibitors of mitochondrial division or activators of mitochondrial fusion; S. cerevisiae fusion-defective mutant growth rescue, CellTiterGlo 48 h; Potency, µM (series often up to 46.1 µM), without a hit: top-dose growth rescue (activation), most hits filed as activators; hit rate 0.23% among 320,000; AID 485298;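 note: potency is the fitted concentration of half-maximal effect; % of control where 0% means no effect; nearly all actives have a fitted effect of over 45% in size; temperature-sensitive fusion mutants such as fzo1-1 at 37 °C on non-fermentable ethanol glycerol medium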
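Yeast fusion mutant, YPEG (non-fermentable carbon), compound, 48 h at 37C non-permissive; CellTiterGlo added, 10 min RT, luminescence read. Rescued growth = division inhibition.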
PKM2 activator: increases activity of human pyruvate kinase M2; hit rate 0.34% among 260,000; Potency, µM (highest dose often 57.5 µM), for inactives: top-dose activation, hits mostly activators; purified PKM2, Kinase-Glo ATP luminescence, activation; response scale: 0% is enzyme alone, no compound; P14618; note: potency is the fitted concentration of half-maximal effect; % is set by controls: 0 for no effect and ±100 for the full control effect; nearly all actives have a fitted effect of over 55% in size
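Purified hPK-M2 (>95% pure) converted ADP (0.1 mM final) to ATP with 0.5 mM PEP in 50 mM imidazole pH7.2, KCl, MgCl2, Tween 20, BSA; 1 h at room temperature. ATP detected by Kinase-Glo luminescence.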
ASM inhibitor: human S-ASM enzyme inhibition; P17405; placental ASM, HMU-PC fluorogenic substrate, 60 min; Potency, µM (titrated, usually from 57.5 µM), without a hit: at the highest dose activity change, negative = inhibition, usual class: inhibitors; hit rate 0.006% among 340,000; note: potency is the fitted concentration of half-maximal effect
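Fluorescence read-out (Ex 386 nm, Em 447 nm) after stopping the reaction at pH 10. Enzyme: ASM from human placenta; substrate HMU-PC0, 9 uM final; 60 min, 37 °C. Compound preincubation 10 min, ambient temperature.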
MBNL1 CUG block: inhibitors of human MBNL1 binding to CUG repeat RNA; Potency, µM (doses to about 57.5 µM), for inactives: top-dose activity change, negative = inhibition, actives largely listed as inhibitors; TR-FRET MBNL1-His/biotin-(CUG)12 binding, 665/545 ratio; hit rate 0.036% among 280,000; active = well fitted inhibition curve with a large enough effect in the signal ratio, with a control signal flat, not every such curve was filed as active; inconclusive = small, poorly fitted or top-dose-only effect, or effect the other way, or a change in a side signal; inactive = no such curve, though single readings can be large or run the other way; the % refers to the signal ratio; note: potency is the fitted concentration of half-maximal effect; % is set by controls: 0 for no effect and ±100 for the full control effect
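TR-FRET readout: Ex 340 nm, 665/545 nm emission ratio, normalized to buffer-only (basal) and MBNL1-(CUG)12 controls. Complex of MBNL1-His with Biotin-(CUG)12, compounds 92 nM–58 uM, incubated 60 min at room temperature.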
TSHR antag: human thyrotropin receptor antagonism; TSHR-expressing cells, TSH-stimulated cAMP HTRF, 2 h; active compounds read low; hit rate 0.2% among 330,000; activity change, negative = inhibition, % at 11.5 µM; P16473;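 active = activity change below a set negative limit, meaning inhibition stronger than a set level, cut at about -70% in these data; inconclusive = activity change between two set negative limits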; note: % is set by controls: 0 for no effect and ±100 for the full control effect
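Freshly harvested TSHR cells receive pin-tooled compound, then EC80 TSH at 4nM final. After 2 hours at 37 deg C, antibody in lysis buffer and cAMP-d2 are added; 30 minutes at ambient temperature precede the HTRF read.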
USP2a block: blocks human ubiquitin-specific protease USP2a; O75604; USP2 core, Ub-CHOP2 coupled fluorogenic reporter, 485/531; Potency, µM (doses to about 38.3 µM), without a hit: at the highest dose activity change, negative = inhibition, hits mostly inhibitors; hit rate 0.01% among 330,000;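 note: potency is the fitted concentration of half-maximal effect; plate controls were DMSO wells for no effect and full inhibition by NEM control for full effect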
Target sequence (O75604 whole entry, looked up): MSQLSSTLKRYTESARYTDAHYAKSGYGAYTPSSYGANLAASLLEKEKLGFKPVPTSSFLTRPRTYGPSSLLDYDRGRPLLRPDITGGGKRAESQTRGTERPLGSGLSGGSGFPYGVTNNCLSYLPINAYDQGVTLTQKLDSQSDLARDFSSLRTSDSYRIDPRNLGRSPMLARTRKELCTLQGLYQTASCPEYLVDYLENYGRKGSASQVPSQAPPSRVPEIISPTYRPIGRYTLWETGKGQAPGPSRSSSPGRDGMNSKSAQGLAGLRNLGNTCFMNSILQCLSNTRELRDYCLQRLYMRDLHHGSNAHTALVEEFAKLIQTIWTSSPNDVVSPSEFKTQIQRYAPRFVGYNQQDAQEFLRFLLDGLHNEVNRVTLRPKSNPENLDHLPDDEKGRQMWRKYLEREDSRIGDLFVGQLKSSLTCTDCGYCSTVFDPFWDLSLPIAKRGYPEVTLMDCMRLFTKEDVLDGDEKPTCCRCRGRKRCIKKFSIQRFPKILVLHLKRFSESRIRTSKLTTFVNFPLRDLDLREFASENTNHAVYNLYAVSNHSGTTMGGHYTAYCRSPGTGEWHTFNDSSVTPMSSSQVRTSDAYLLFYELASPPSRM
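USP2 core (10nM final) preincubated 30min RT with compound in 20mM Tris-HCl pH 8.0, 2mM CaCl2, 2mM beta-mercaptoethanol, 0.05% CHAPS; 25nM Ub-CHOP2 plus 25nM reporter substrate added, fluorescence (Ex485/Em531) read after 60min.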
Menin-MLL TR inh: menin-MLL binding inhibition, Texas Red mutant peptide; Menin + Texas Red MLL mutant peptide, fluorescence polarization; O00255; Potency, µM (doses to about 61.6 µM), inactives show top-dose FP activity change, negative = inhibition, hits mostly inhibitors; hit rate 0.23% among 270,000; active = well fitted inhibition curve with a large enough effect in the polarisation, with a control signal flat, not every such curve was filed as active; inconclusive = small, poorly fitted or top-dose-only effect, or effect the other way, or a change in a side signal; inactive = no such curve, though single readings can be large or run the other way; the % refers to the polarisation; note: potency is the fitted concentration of half-maximal effect; % of control where 0% means no effect; many of its hits are not listed in these tables
GALK inhibitor: galactokinase (human) inhibition | P51570 | Purified GALK, Kinase-Glo residual ATP luminescence | Potency, µM (top dose mostly 57.5 µM), for inactives: at the top dose activity change, negative = inhibition, usual class: inhibitors | hit rate 0.007% among 270,000; note: potency is the fitted concentration of half-maximal effect; % is set by controls: 0 for no effect and ±100 for the full control effect
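Quantitative HTS: GALK 5 nM, ATP 35 uM, galactose 100 uM, 1 h room temperature, then luciferase-based ATP detection.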
Eya2 inh: inhibitors of human Eya2 phosphatase activity; recombinant Eya2, OMFP fluorescence dephosphorylation (OMFP is methylfluorescein phosphate); hit rate 0.006% among 330,000; Potency, µM (series often up to 76.9 µM), for the others: top-dose activity, negative = inhibition, actives largely listed as inhibitors; note: potency is the fitted concentration of half-maximal effect; % is set by controls: 0 for no effect and ±100 for the full control effect
Target sequence (O00167 whole entry, looked up): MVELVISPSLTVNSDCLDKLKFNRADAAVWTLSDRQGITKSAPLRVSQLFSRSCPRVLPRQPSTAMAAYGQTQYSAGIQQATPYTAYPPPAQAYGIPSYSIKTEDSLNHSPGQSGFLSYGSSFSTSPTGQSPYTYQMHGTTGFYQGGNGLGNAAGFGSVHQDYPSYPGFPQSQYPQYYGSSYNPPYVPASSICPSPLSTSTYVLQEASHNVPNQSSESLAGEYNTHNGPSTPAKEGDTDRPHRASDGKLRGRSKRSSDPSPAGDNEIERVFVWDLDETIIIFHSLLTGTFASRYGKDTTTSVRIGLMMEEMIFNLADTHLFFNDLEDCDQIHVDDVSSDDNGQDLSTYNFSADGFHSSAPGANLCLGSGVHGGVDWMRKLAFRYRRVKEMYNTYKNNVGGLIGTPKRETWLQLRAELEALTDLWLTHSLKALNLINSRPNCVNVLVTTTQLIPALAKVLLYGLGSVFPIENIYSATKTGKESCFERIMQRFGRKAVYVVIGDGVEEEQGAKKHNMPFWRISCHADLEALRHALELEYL
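Eya2 (0.2 uM) preincubated 10 min at ambient with compound, then OMFP substrate added at 50 uM; 10 min reaction in 50 mM HEPES pH 7.5, 50 mM NaCl, 5 uM MgCl2, 0.05% BSA, 1 mM DTT. Fluorescence read at Ex 485/Em 525 nm.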
BCR signal inh: chronic active BCR signaling inhibition; ABC-DLBCL IkBa-CBG/CBR reporter, luminescence ratio, 4 h; Potency, µM (doses to about 46.1 µM), for the others: at the top dose ratio change, negative = lower green/red ratio, usual class: inhibitors; hit rate 0.05% among 340,000; active = well fitted inhibition curve with a large enough effect in the signal ratio, with a control signal flat, not every such curve was filed as active; inconclusive = small, poorly fitted or top-dose-only effect, or effect the other way, or a change in a side signal; the % refers to the signal ratio;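 note: potency is the fitted concentration of half-maximal effect; plate controls were basal doxycycline-induced cells for no effect and cells given 10 µM MG132 for full effect; MG132 reads +100%, hits lower the ratio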
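TMD8 human ABC-DLBCL cells with doxycycline-inducible IκBα–green luciferase fusion and unfused red luciferase, in 0.5% FBS medium; compounds up to 46 uM, 4 h at 37C. Green/red luminescence ratio, filter-overlap corrected, fitted to concentration-response curves.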
Starred values were filed as active, the others as inactive; i = inactive; ? = inconclusive; / = no result given; [ ] = another dose, or the depositor's remark. Unless noted, calls come from the whole dose curve; as a rule, active = well fitted curve in the direction sought with a large enough effect; inconclusive = small, poorly fitted or top-dose-only effect, or another doubt; inactive = no such curve, though single readings can be large; an effect the other way counts as inactive or inconclusive. These rows are one share of the data; rates above refer to the full screens.

SMILES	KCNH2 WT inh	Mito fusion yeast	PKM2 activator	ASM inhibitor	MBNL1 CUG block	TSHR antag	USP2a block	Menin-MLL TR inh	GALK inhibitor	Eya2 inh	BCR signal inh
CCc1nc(Nc2ccc3c(c2)OCCO3)c2oc3ccccc3c2n1	2	4%	9%	-8%	17%	-22	1%	?	2%	-5%	?
O=C(NCc1cccs1)C(=O)NCC(c1ccco1)N1CCN(c2ccccc2)CC1 (stereo not drawn)	7	14%	-8%	0%	6%	-8	1%	-2%	-2%	1%	-21%
O=C(CSc1ccccc1)OCC(=O)N1CCN(C(=O)c2ccco2)CC1	1	0%	/	1%	/	3	0%	/	/	9%	1%
Cc1ccc2cc(/C=N/NC(=O)CN3CCCCC3)c(Cl)nc2c1	11	14%	-2%	4%	9%	-7	3%	-19%	3%	0%	-6%
CCOC(=O)COc1ccc(C)cc1-c1ccno1	-21	5%	3%	-6%	3%	-1	0%	/	-1%	0%	?
CCCCCC(=O)N1CCCCC1	-4	-5%	-10%	-4%	-8%	30	4%	?	0%	11%	5%
Cc1ccsc1C(C(=O)NC1CCCCC1)N(C(=O)c1csnn1)C1CC1 (stereo not drawn)	-5	2%	-1%	1%	13%	-11	2%	-18%	-2%	8%	4%
COc1ccccc1-c1cn[nH]c1-c1ccc(OCc2ccccc2)cc1O	-4	1%	-10%	-14%	3%	10	-7%	/	3%	1%	13%
O=C(c1ccc(F)c(S(=O)(=O)N2CCOCC2)c1)N(c1ccccc1)c1ccccn1	5	-3%	0%	3%	-7%	3	0%	-28%	6%	-3%	-2%
CCOC(=O)C1CCCN(C(=O)C2CCN(S(=O)(=O)c3cccs3)CC2)C1 (stereo not drawn)	-42	-2%	10%	0%	-15%	-2	5%	9%	0%	-4%	?
COc1ccccc1CNCC(=O)Nc1ccc(C(F)(F)F)cc1	-8	-2%	4%	-2%	-5%	-1	-4%	/	2%	-13%	-4%
Cc1cc(C(=O)Nc2ccc(S(=O)(=O)Nc3onc(C)c3C)cc2)cs1	-13	-3%	-6%	3%	1%	-3	3%	-1%	-9%	-2%	13%
CCOC(=O)c1c(NC(=O)CSc2nc3ccccc3c(=O)n2-c2ccccc2)sc(C(C)=O)c1C	-8	8%	-12%	1%	?	39	4%	-9%	5%	2%	3%
CC(C)NS(=O)(=O)c1ccc(CCC(=O)N2CCC(C(N)=O)CC2)cc1	9	-8%	-5%	1%	8%	-28	0%	-1%	1%	-3%	?
Cc1cccc(NC(=S)N2CCN(c3ccc(F)cc3)CC2)c1	i	-4%	-15%	0%	-1%	1	2%	22%	11%	-1%	-1%
O=C(NN1C(=O)C2C(C1=O)C1C=CC2C12CC2)c1cccnc1 (stereo not drawn)	2	5%	2%	1%	2%	7	1%	3%	0%	1%	-1%
CCN(CC)S(=O)(=O)c1ccc2c(c1)nc(CCC(=O)Nc1cccc(C(F)(F)F)c1)n2CC	8	0%	4%	-15%	12%	-4	-3%	-3%	3%	-4%	16%
O=C1CSC(c2ccccc2F)N1c1ccccc1 (stereo not drawn)	-15	1%	-9%	0%	?	-6	1%	13%	-1%	9%	3%
CCOC(=O)c1ccc(NC(=S)N2CCN(C(=O)C3CCCO3)CC2)cc1 (stereo not drawn)	24	-2%	1%	3%	-6%	38	2%	/	-7%	3%	1%
CN(C)S(=O)(=O)c1ccc(N2CCCC2)c(C(=O)NCc2ccc(Cl)cc2)c1	23	3%	-1%	-1%	0%	-2	4%	0%	-5%	-8%	?

The last four records of the section before open the next one.
SMILES	KCNH2 WT inh	Mito fusion yeast	PKM2 activator	ASM inhibitor	MBNL1 CUG block	TSHR antag	USP2a block	Menin-MLL TR inh	GALK inhibitor	Eya2 inh	BCR signal inh
CCN(CC)S(=O)(=O)c1ccc2c(c1)nc(CCC(=O)Nc1cccc(C(F)(F)F)c1)n2CC	8	0%	4%	-15%	12%	-4	-3%	-3%	3%	-4%	16%
O=C1CSC(c2ccccc2F)N1c1ccccc1 (stereo not drawn)	-15	1%	-9%	0%	?	-6	1%	13%	-1%	9%	3%
CCOC(=O)c1ccc(NC(=S)N2CCN(C(=O)C3CCCO3)CC2)cc1 (stereo not drawn)	24	-2%	1%	3%	-6%	38	2%	/	-7%	3%	1%
CN(C)S(=O)(=O)c1ccc(N2CCCC2)c(C(=O)NCc2ccc(Cl)cc2)c1	23	3%	-1%	-1%	0%	-2	4%	0%	-5%	-8%	?
CC(C)C(=O)Nc1nc(-c2ccccc2)ns1	5	13%	-1%	1%	-1%	-7	2%	34%[activator]	-1%	6%	?
COc1ccc(CCN2C(=O)C3C4CC(C5C(C(=O)N/N=C\c6ccc(Cl)cc6)=NOC45)C3C2=O)cc1OC (stereo not drawn)	11	-2%	2%	-4%	2%	-4	0%	2%	4%	-7%	-4%
Cc1ccc(NC(=O)c2ccc(Cl)c(NC(=O)c3cccs3)c2)cc1	21	-10%	6%	-13%	1%	-8	-2%	/	-4%	-1%	?
COC(=O)/C=C/CC(C)OS(N)(=O)=O (stereo not drawn)	24	0%	2%	0%	-6%	0	2%	-19%	/	0%	-13%
C=CCOC(=O)C1=C[C@@H](c2ccc(Br)cc2)C[C@@H](OCc2ccc(CO)cc2)O1	14	?	1%	0%	13%	1	3%	6%	0%	-4%	-1%
CCN(CC)C(=O)CSc1nc(O)c(Cc2ccccc2)c(=O)n1-c1ccccc1C	0	1%	-5%	4%	/	4	1%	/	0%	-19%	?
CCn1c(SCC(=O)NCc2cccs2)nnc1-c1ccco1	2	-1%	4%	2%	5%	1	4%	1%	2%	-6%	-1%
CCOC(=O)C1=C(COc2ccc(F)cc2Cl)NC(=O)NC1c1cc(C)ccc1C (stereo not drawn)	-5	0%	0%	-4%	-14%	-19	-1%	-8%	0%	-9%	0%
COc1ccc(Cl)cc1NC(=O)COC(=O)CNC(=O)c1ccc([N+](=O)[O-])c(C)c1	0	-2%	-4%	0%	?	-15	2%	3%	0%	-9%	3%
Cc1cc(-c2nnc3n2CCCCC3)c(C)n1-c1ccccc1	3	-5%	1%	3%	-5%	-3	1%	-6%	4%	-9%	?
COc1ccc(OC)c(-c2csc(-c3cccs3)n2)c1	-5	7%	/	-6%	43%[activator]	-32	-5%	?	-1%	7%	?
Cc1ccccc1NC(=O)Nc1ccc2c(c1)OCO2	4	-1%	-21%	2%	9%	5	0%	-21%	7%	-26%	?
CCCn1c(=O)c(C(=O)Nc2ccccc2C)c(O)c2ccccc21	2	3%	-3%	0%	-2%	-7	-1%	?	0%	-8%	2%
Cc1ccc(-c2[nH]c(-c3ccc(C(=O)O)cc3)nc2-c2ccccc2)cc1	-35	-1%	3%	181%[activator]	/	-22	2%	?	0%	-15%	-6%
COc1cc(OC)cc(C(=O)NCC(=O)N2CCN(Cc3ccccc3)CC2)c1	5	/	/	5%	/	/	3%	/	/	-32%	0%
Cc1cc(Cl)ccc1OCc1nnc2n1CCCCC2	3	3%	-36%	-1%	-7%	-6	0%	0%	-2%	3%	?
COc1ccc(-n2c(C)c(C)c3c(NCCCO)ncnc32)cc1	-2	10%	/	2%	-10%	2	0%	-30%	3%	0%	?

A different layout for two compounds above:
> CCOC(=O)C1CCCN(C(=O)C2CCN(S(=O)(=O)c3cccs3)CC2)C1 (stereo not drawn)
  KCNH2 WT inh = -42
  Mito fusion yeast = -2%
  PKM2 activator = 10%
  ASM inhibitor = 0%
  MBNL1 CUG block = -15%
  TSHR antag = -2
  USP2a block = 5%
  Menin-MLL TR inh = 9%
  GALK inhibitor = 0%
  Eya2 inh = -4%
  BCR signal inh = ?
> COc1ccccc1CNCC(=O)Nc1ccc(C(F)(F)F)cc1
  KCNH2 WT inh = -8
  Mito fusion yeast = -2%
  PKM2 activator = 4%
  ASM inhibitor = -2%
  MBNL1 CUG block = -5%
  TSHR antag = -1
  USP2a block = -4%
  Menin-MLL TR inh = /
  GALK inhibitor = 2%
  Eya2 inh = -13%
  BCR signal inh = -4%
